# UBC9 SUMO inh: inhibitors of human SUMOylation (UBC9) | P63279 | HTRF SUMOylation assay, SAE1/SAE2 + UBC9, in vitro | inhibition, % at 35 µM | 0.36% of 290,000 active | AID 2006; in the data active means inhibition above about 50%, passing the limit was not always enough; further: strong numbers were not always called active
# Target sequence (P63279 whole entry, looked up): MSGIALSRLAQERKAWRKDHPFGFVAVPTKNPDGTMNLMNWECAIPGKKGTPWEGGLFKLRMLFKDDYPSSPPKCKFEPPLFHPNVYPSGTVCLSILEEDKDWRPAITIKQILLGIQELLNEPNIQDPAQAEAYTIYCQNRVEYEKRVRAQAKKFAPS
# MEKK3 PB1 HTS: raises or lowers MEK5 binding to the human MEKK3 PB1 domain. bead-based flow cytometry, Alexa488-MEK5 binding to MEKK3; actives lie on both sides; 0 = blocked by unlabeled MEK5, 100 = vehicle. binding response (% of control), % at 10 µM. 1.4% of 290,000 active;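 active means binding response more than 3 SD above or below the average of its plate-row segment, actives on both sides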;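 further: Alexa488 bead fluorescence after subtracting the streptavidin-only scavenger bead signal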
# MEKK2mut PB1 HTS: signal of MEK5 binding to mutant human MEKK2 PB1 domain. 0.35% of 290,000 active. percent response, % at 10 µM. bead flow cytometry, Alexa488-MEK5 binding to MEKK2 mutant. AID 1530; in the data active means percent response above about 24%, passing the limit was not always enough; further: inactives centre near 1; some results filed as inactive read as strong as hits
# GalR3 antagonist: blocks the human galanin receptor 3; O60755; HEK293 GalR3-CNG cAMP membrane potential fluorescence; galR3 body fused to GalR1 C-terminus; inhibition, % at 3 µM; 0.44% of 360,000 active; AID 651719;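 active means inhibition above the screen-wide average plus 3 SD, cut at about 13% in these data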;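 further: forskolin and galanin both at EC90 stimulate the cells; cAMP rise reported by CNG channel membrane potential dye signal; 0% = forskolin plus galanin with DMSO and 100% = forskolin alone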
# Target sequence (O60755 1-299 limits assumed): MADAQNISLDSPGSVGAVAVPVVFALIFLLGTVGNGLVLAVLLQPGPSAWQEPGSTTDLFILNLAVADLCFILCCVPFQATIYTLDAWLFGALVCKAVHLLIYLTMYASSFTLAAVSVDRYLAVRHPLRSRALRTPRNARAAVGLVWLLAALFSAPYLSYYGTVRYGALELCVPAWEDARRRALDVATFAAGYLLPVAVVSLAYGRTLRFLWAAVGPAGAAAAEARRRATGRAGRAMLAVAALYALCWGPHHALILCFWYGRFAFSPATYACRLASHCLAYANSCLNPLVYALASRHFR
# CRFR2-BP ag: CRF-BP/CRF-R2 complex agonism; HEK293 CRF-R2/CRF-BP, calcium dye fluorescence (FLIPR); percent of saturating CRF peptide response; activation, % at 13.2 µM; 0.46% of 350,000 active; AID 588473;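 active means activation of at least 50%, plus an integration ratio under a set limit after plate pattern correction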;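 further: plate controls were neutral control wells without compound for no effect and CRF at EC100 for full effect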
# DNA FID counter: counter-screen for HCV NS3 helicase inhibitors: DNA intercalator displacement. DNA fluorescent intercalator displacement, fluorescence. inhibition, % at 7.9 µM. 0.17% of 290,000 active. AID 1845; in the data active means inhibition above about 37%;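 further: 0% = vehicle and 100% = reference compound; higher means more ethidium bromide displaced from hairpin DNA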
# NS3 helicase inh: HCV NS3 helicase inhibition. NS3 helicase DNA unwinding, Cy5 molecular beacon fluorescence. inhibition, % at 10.9 µM. 0.56% of 290,000 active;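 active means inhibition above the mean of all tested compounds plus 3 SD, set per campaign, cut at about 35% in these data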;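 further: 0% = DMSO wells and 100% = thioflavine S control wells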
#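 Compound dosing – single dose, 10.9 µM nominal final, DMSO 0.8% final · System – NS3 helicase fragment of HCV · Buffer or medium – MOPS pH 6.5, MgCl2, DTT, Tween20, BSA · Signal – Cy5 beacon fluorescence read at start and 1 h · Also added – annealed dual-labelled DNA beacon duplex, ATP-started · Schedule – 1 h at 25 °C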
# CRFBP-R2 block: antagonists of CRF-binding protein/CRF-R2 receptor complex. HEK293 CRF-R2/CRF-BP, CRF-induced calcium fluorescence. AID 588475. 0.59% of 350,000 active. inhibition, % at 11.8 µM;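 active means inhibition of the ligand-induced calcium signal above about 50% at the single tested concentration, limit read from the data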
# MEKK2 WT-MEK5: raises or lowers MEK5 binding to wildtype human MEKK2 PB1 domain. Q9Y2U5. bead flow cytometry, Alexa488-MEK5 binding to MEKK2 WT; actives lie on both sides. binding response (% of control), % at 10 µM. 1.1% of 290,000 active; in the data active means binding response below about 67% or above about 130%
# An asterisk follows results filed as active; . = not tested or not shown.
Compound	DNA FID counter	NS3 helicase inh	CRFBP-R2 block	MEKK3 PB1 HTS	MEKK2 WT-MEK5	UBC9 SUMO inh	CRFR2-BP ag	MEKK2mut PB1 HTS	GalR3 antagonist
O=C(CSc1nccc(-c2cccs2)n1)Nc1ccc(Cl)cc1	-10	3	0	90	92	6	-4.6	-11	-2
COc1ccc(-c2nc3ccc(N4CCCC4)cc3c(=O)[nH]2)cc1OC	-4	-1	-15	.	.	25	-1.4	.	-1
CC(C)OC(=O)c1c(NC(=O)CCn2nnc3ccccc32)sc2c1CCCC2	-6	13	-9	97	98	-16	2.5	-4	-2
CC1=NNC(=O)C1C(c1cccc(O)c1)C(C#N)C#N (stereo unspecified)	-1	-3	5	88	83	-1	-2.7	-8	-2
Cc1cn2nc(N)c3ccccc3c2n1	4	11	-3	107	109	12	0.2	2	-1
C/C(CC(=O)NC1CCCCC1)=N\NC(=O)Cc1ccc(-c2ccccc2)cc1	-10	7	4	94	92	-5	-0.6	-7	-7
CCCCc1ccc(NC2=NCC(=O)N2CCc2ccccc2)cc1	-17	-9	24	105	93	-4	0.0	-6	-6
C/C=C/c1ccccc1OCc1ccc(C(=O)OC)o1	-6	-5	4	102	106	7	2.4	1	9
COc1cc(C(=O)Nc2c(C)cc(C)cc2C)c(-n2cnnn2)cc1OC	-5	16	9	105	101	12	-2.3	5	1
Cc1nc2c(cc(Oc3ccc(S(=O)(=O)N4CCOCC4)cn3)c3ccsc32)s1	-19	-5	-8	102	101	0	0.3	2	-4
CC(C)CNC(=O)CC(=O)NN=C1CCCC1	-8	-2	31	91	91	2	0.6	-2	5
Cc1ccc(S(=O)(=O)N(C(=N)N)c2nc(N(C)C)nc(N(C)C)n2)cc1	-38	-2	.	109	106	13	.	7	-7
CC(=O)Nc1ccc(S(=O)(=O)N2CCN(c3cc(C(F)(F)F)ccn3)CC2)cc1	-18	-4	-27	94	97	14	-2.7	-3	-7
CC1(C)Cc2c(sc(NC(=O)C(=O)N3CCOCC3)c2C#N)CO1	-10	3	14	96	95	2	-0.7	1	-4
CCS(=O)(=O)N1CCC(C(=O)OCC(=O)c2ccc(Br)cc2)CC1	-4	12	7	107	111	.	-3.6	5	5
COc1ccc(OC)c(N2C(=O)CC(Cc3ccc(C)cc3)C2=O)c1 (stereo unspecified)	-17	2	-7	107	91	-24	-0.1	3	-4
O=C1CCCN1CCCNCC(=O)N1c2ccccc2Sc2ccccc21	5	3	20	106	109	-7	4.0	6	-3
C/C(=N\NC(=O)CC(C)C)c1ccc(N2CCCCC2)cc1	-5	9	11	95	95	-11	-0.8	-3	-2
CCn1c(CNc2ccc(Cl)cc2)nnc1SCCN1CCCCC1	7	-1	24	106	101	-19	0.3	9	-5
Cc1ccc(C(=O)C(=S)N2CCOCC2)cc1	0	1	-5	105	107	7	-1.4	4	-1
COc1cccc(NC(=O)c2ccc3c(c2)C(=O)N(CC2CCCO2)C3=O)c1 (stereo unspecified)	-25	0	-3	100	99	7	-0.7	0	-7
CSCC[C@@H](C(=O)O)N1Cc2ccccc2C1=O	.	.	-5	106	106	24	3.8	6	.
Cc1ccccc1Cn1cc(NC(=O)COc2ccccc2)cn1	-19	1	-33	99	98	4	-0.8	-9	-1
N#Cc1c(N)nc2c(c1N)CC(C(F)(F)F)O2 (stereo unspecified)	2	6	1	99	108	-2	0.3	5	-6
O=C(C(Cc1ccccc1)N1C(=O)C2C3C=CC(C3)C2C1=O)N1CCCCCC1 (stereo unspecified)	-28	8	0	107	109	3	-2.2	7	-2
Cc1cc(C)nc(NC(=O)Cc2ccc(Br)cc2)n1	-3	7	18	101	99	2	0.6	0	5
CCOc1ccccc1N(CC(=O)Nc1ccc2c(c1)OCCO2)S(C)(=O)=O	-16	-3	-9	100	98	10	0.6	0	2
Cc1ccccc1Cn1c2ccccc2c2cnn(CC(=O)N3CCN(c4ccccc4)CC3)c(=O)c21	-4	4	11	102	98	8	1.3	5	5
CCN(CC)S(=O)(=O)c1ccc(NC(=O)Cn2cnc3ccccc3c2=O)cc1	-10	-8	-17	97	92	-12	0.8	-1	4
Cn1c(=O)c2c(nc(N3CCc4ccccc4C3)n2C)n(C)c1=O	-22	-7	-20	104	97	6	-5.1	-2	2
CCOC(=O)C(=O)Nc1nnc(C2CCCCC2)s1	-2	-1	-8	106	110	20	-1.7	4	4
CC1CCC(NC(=O)Cn2c3c(c(-c4ccccc4Cl)cc2=O)CCC3)CC1 (stereo unspecified)	-33	2	9	99	96	-8	-3.8	-5	.
O=C(c1ccc(-c2ccccc2)cc1)N1CCN(c2ncccn2)CC1	-33	-10	22	101	104	-9	-0.7	3	-5
CCOc1ccc(NC(=O)/C(C#N)=C/c2cn(CC(=O)O)c3ccccc23)cc1	-28	34	0	103	95	-1	3.4	4	3
Cc1ccc2c(Cl)c(C(=O)Nc3cccnc3)sc2c1	-13	-5	12	100	104	6	-1.4	4	-6
Cc1cccc(NC(=O)CCSc2ccccc2)c1C	-9	-12	9	85	82	1	-0.9	-13	-7
Cn1c(=O)c2c(nc(Br)n2Cc2nnc(N)s2)n(C)c1=O	0	2	4	100	100	-6	-0.4	-5	1
Cn1nc(-c2ccc(C(=O)Nc3ccc(F)cc3)cc2)c2ccccc2c1=O	-4	-7	-14	100	96	31	1.7	0	.
O=C(O)c1cc(S(=O)(=O)N2CCOCC2)ccc1N1CCOCC1	2	2	-23	95	94	-11	-0.1	-2	-2
Cc1ccc2c(c1)N(C(=O)CCC(=O)N1CCN(c3ccccn3)CC1)CC(C)O2 (stereo unspecified)	-42	24	-1	99	99	11	-5.9	-5	.
O=C(NCc1ccco1)c1ccc(-c2ccc(Cl)cc2)o1	-22	-9	21	100	102	17	-1.2	-1	0
CCOc1cc(S(=O)(=O)Nc2ccc(Cl)cn2)ccc1F	-7	4	10	99	97	9	1.8	0	-3
NNC(=O)c1cc2cc(Oc3ccccc3)ccc2[nH]1	-7	0	15	101	102	10	-4.3	2	10
CCOC(=O)CN1C(=O)COc2ccc(C(C)(C)C)cc21	-14	-2	32	107	116	-13	-9.5	7	-2
CCN1CCN(C(=O)c2ccc(N3CC4CC(C3)c3cccc(=O)n3C4)c(NC(=O)c3cc(OC)cc(OC)c3)c2)CC1 (stereo unspecified)	-5	14	-9	103	98	-7	0.6	2	0
Cc1cc(C(=O)Cn2cncn2)c(C)n1CCc1ccc(F)cc1	-6	4	20	105	116	-6	5.1	9	-6
COc1ccc(-c2[nH]c(-c3cccc(OC)c3)nc2SCC(=O)NCc2ccco2)cc1	-15	3	-7	118	114	-8	-1.0	3	1
Cc1ccnc(NC(=O)c2ccc(Cl)c([N+](=O)[O-])c2)c1	3	-7	-25	104	101	1	-2.0	-6	-5
CS(=O)(=O)N(CC(=O)NCc1ccco1)c1cccc([N+](=O)[O-])c1	1	5	-7	100	96	16	0.2	1	-6
Cc1cc(C)nc(/N=C(\N)Nc2ccc(C)c([N+](=O)[O-])c2)n1	3	-4	-19	100	110	-3	0.8	1	-4
Nc1ccc(-c2ccc(N)c([N+](=O)[O-])c2)cc1[N+](=O)[O-]	6	-6	7	109	107	13	0.1	0	0
Cc1ccc(S(=O)(=O)N(CC2CO2)c2ccccc2[N+](=O)[O-])cc1 (stereo unspecified)	10	-1	2	103	93	10	-2.1	-7	1
Cc1ccc(Cl)cc1N1CCN(S(=O)(=O)c2cnc[nH]2)CC1	-11	0	-34	105	108	-3	1.2	8	.
O=C(O)CN(C1CCCCC1)S(=O)(=O)c1ccc(F)cc1	-2	-10	1	101	97	-1	-1.8	-8	-1
CC(C)N1CCN(Cc2ccc(OCc3ccccc3)cc2)CC1CCO (stereo unspecified)	22	-3	-6	64	60	11	3.6	-15	-9
Cc1ccc(S(=O)(=O)CNC(=S)c2ccc3ccccc3c2)cc1	-5	0	-40	108	104	-14	8.0	6	-7
COc1cccc(CNCCNC(=O)c2nonc2N)c1	-2	-7	-1	99	98	-8	-1.3	2	-5
O=C(N/N=C/c1ccc([N+](=O)[O-])o1)c1cccc(S(=O)(=O)N2CCOCC2)c1	-10	8	2	.	.	9	-2.7	.	-3
Cc1nccc(-c2cccc(N/N=C(\C#N)C(=O)c3ccccc3)c2)n1	-27	7	15	95	96	1	0.7	-2	-3
CC1(N2CCOCC2)CC2(O)C(=[N+]1[O-])CCc1c2no[n+]1[O-] (stereo unspecified)	0	5	15	97	93	7	5.5	1	.
COc1cccc(N2CCN(Cc3nc(N)nc(Nc4ccccc4)n3)CC2)c1	-13	-5	-12	91	98	5	-0.5	-4	-6

# 13 entries from above, ordered by molecular weight, rising:
Compound	DNA FID counter	NS3 helicase inh	CRFBP-R2 block	MEKK3 PB1 HTS	MEKK2 WT-MEK5	UBC9 SUMO inh	CRFR2-BP ag	MEKK2mut PB1 HTS	GalR3 antagonist
Nc1ccc(-c2ccc(N)c([N+](=O)[O-])c2)cc1[N+](=O)[O-]	6	-6	7	109	107	13	0.1	0	0
COc1cccc(CNCCNC(=O)c2nonc2N)c1	-2	-7	-1	99	98	-8	-1.3	2	-5
Cc1ccnc(NC(=O)c2ccc(Cl)c([N+](=O)[O-])c2)c1	3	-7	-25	104	101	1	-2.0	-6	-5
Cc1cc(C)nc(/N=C(\N)Nc2ccc(C)c([N+](=O)[O-])c2)n1	3	-4	-19	100	110	-3	0.8	1	-4
CC1(N2CCOCC2)CC2(O)C(=[N+]1[O-])CCc1c2no[n+]1[O-] (stereo unspecified)	0	5	15	97	93	7	5.5	1	.
O=C(O)CN(C1CCCCC1)S(=O)(=O)c1ccc(F)cc1	-2	-10	1	101	97	-1	-1.8	-8	-1
Cc1cc(C(=O)Cn2cncn2)c(C)n1CCc1ccc(F)cc1	-6	4	20	105	116	-6	5.1	9	-6
Cc1ccc(Cl)cc1N1CCN(S(=O)(=O)c2cnc[nH]2)CC1	-11	0	-34	105	108	-3	1.2	8	.
Cc1ccc(S(=O)(=O)CNC(=S)c2ccc3ccccc3c2)cc1	-5	0	-40	108	104	-14	8.0	6	-7
CC(C)N1CCN(Cc2ccc(OCc3ccccc3)cc2)CC1CCO (stereo unspecified)	22	-3	-6	64	60	11	3.6	-15	-9
COc1cccc(N2CCN(Cc3nc(N)nc(Nc4ccccc4)n3)CC2)c1	-13	-5	-12	91	98	5	-0.5	-4	-6
O=C(N/N=C/c1ccc([N+](=O)[O-])o1)c1cccc(S(=O)(=O)N2CCOCC2)c1	-10	8	2	.	.	9	-2.7	.	-3
COc1ccc(-c2[nH]c(-c3cccc(OC)c3)nc2SCC(=O)NCc2ccco2)cc1	-15	3	-7	118	114	-8	-1.0	3	1

# A portion of the library; rates above refer to the full screens.
